CSM14.1 death rescue: protection against thapsigargin-triggered cell killing – 384-well, CSM14.1, ATP luminescence, primary screen (AID 1222); CSM14.1 thapsigargin-induced death rescue, ATP luminescence; higher % means a stronger effect; one-dose cellular ATP content (survival), % at 20 µM; EC50 in µM for titrated hits; 190,000 tested, under 10 active;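 active = EC50 below 50 µM in the dose-response confirmation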;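 note: death triggered by thapsigargin at about 15 µM added after 2 h compound pretreatment; cell ATP read after overnight thapsigargin exposure of roughly 18 to 22 hours; normalized against plate controls of thapsigargin alone and 5% DMSO vehicle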
Dynein cargo inh: blocks dynein driven cargo transport along microtubules; 3617.4 mouse cells, GR-EGFP nuclear translocation imaging; test concentration mostly 20 µM; stimulated with dexamethasone, 1 µM; stronger effect = lower value; z-score, hits read low; 220,000 tested, 0.47% active;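 active = plate z-score of nuclear minus cytoplasmic receptor signal below a set negative limit, without overly bright fluorescence or cell loss, cut at about -3.5 in these data, passing the limit was not always enough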;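 note: z-score of nuclear minus cytoplasmic ring GR-EGFP intensity difference per well; some compounds called inactive have numbers as strong as hits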
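Also added – dexamethasone, 1.0 µM final · Buffer or medium – tet-free, stripped-serum medium · Schedule – induction 48 h, compound 1 h, agonist 30 min · Detection – formaldehyde fixation, Hoechst nuclear stain, 10x automated fluorescence imaging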
Autophagy mod: modulators of autophagy. MEF GFP-LC3 puncta imaging; test concentration mostly 10 µM. calls only at 10 µM (by protocol). 190,000 tested, 0.98% active. AID 463193;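 active = percentage of spot-positive cells more than 3 SD above its plate mean, without a fluorescence outlier flag or 80% toxicity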;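 note: spot-positive cell cutoff set from DMSO-treated cells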
MT stabilizer: stabilizes microtubules in HeLa cells | HeLa tubulin immunostaining HCS, 24 h; share of cells brighter than vehicle mean+2SD | % tubulin-high responders, % at 10 µM | 200,000 tested, 0.83% active | AID 2205;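 active = plate Z-score above 3 for both tubulin-high and condensed-nucleus cell shares, with cell loss under 80%, at 10 µM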;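 note: anti alpha tubulin signal scored within the nucleus-defined area of each cell; some results filed as inactive read as strong as hits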
WT yeast gro inh: growth inhibition of WT yeast, mitochondrial fusion screen | mitochondrial fusion phenotypic screen, WT strain | 190,000 tested, 2.1% active | inhibition, % at 10 µM; in the data active = inhibition above about 58%; tested in S. cerevisiae
bCat nuc transl: alters nuclear translocation of beta-catenin in HeLa cells; immunofluorescence imaging; nuclear translocation activity, % at 5 µM; 190,000 tested, 0.3% active; AID 1665;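 active = nuclear translocation activity above 50% at 5 µM, with a well cell count of 50 or more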;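 note: per-cell ratio of nuclear to cytoplasmic median beta-catenin stain intensity; plate controls were DMSO negative control for no effect and GSK-3 inhibitor IX positive control for full effect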
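Test system: HeLa cells, endogenous beta-catenin; Compound: single 5 µM dose plus 0.02–20 µM confirmation series; Times: compound exposure 24 h at 37°C; Signal: fluorescence imaging of beta-catenin antibody stain plus DAPI; Read-out: % activation, nuclear-to-cytoplasmic median beta-catenin signal ratio per cell.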
Ins promoter up: MIN6 insulin promoter up-regulation. AID 1625. z-score at 5 µM. MIN6 insulin promoter-GFP reporter, high-content imaging; stronger effect = higher value. 190,000 tested, 0.3% active;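 active = z-score above 3 at 5 µM with at least 500 cells counted in the well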
Hep lipid drop: hepatic lipid droplet formation modulation | AML12 mouse hepatocytes, oleate lipid droplets, BODIPY imaging | inhibition, % at 6.5 µM | 240,000 tested, 0.4% active | AID 1656;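 active = lipid droplet intensity inhibited by at least 50%, with more than 500 cells counted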
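material = mouse AML12 hepatocyte cell line, fixed after treatment | also added = 100 µM oleic acid challenge | doses = compound at 6.5 µM only | schedule = overnight exposure | technique = Image-based BODIPY and DAPI two-channel analysis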
XIAP antagonists: small molecules displacing peptide from XIAP – biochemical, IAP family, fluorescence polarization (AID 1018) | 200,000 tested, 0.007% active | XIAP BIR domain, fluorescence polarization peptide displacement; higher % means a stronger effect | displacement, % at 20 µM, or IC50 in µM where a hit was titrated; in the data active = displacement above about 50%; note: a part of the inactive calls stands beside numbers as strong as those of hits
WT yeast gro inh mutant strain: recorded beside WT yeast gro inh, whose call it bears; inhibition, %; mitochondrial fusion phenotypic screen, mutant strain inhibition
Dynein cargo inh cytoplasmic EGFP: second read-out of Dynein cargo inh, no call of its own (marks repeat the call); z-score; measured here: cytoplasmic GR-EGFP intensity; stronger effect = higher value
Dynein cargo inh nuclear GR-EGFP: recorded beside Dynein cargo inh, whose call it bears; z-score; measured here: nuclear GR-EGFP intensity;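 lower value marks the stronger effect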
Dynein cargo inh cell count: further read-out of Dynein cargo inh, marked with its call; z-score; measured here: cell count per field
Ins promoter up cell count: also measured in Ins promoter up; calls as there; cell count; measured here: cytotoxicity, nuclei count;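 total cells summed across four imaged fields per well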
Hep lipid drop cells 6.5 µM: further read-out of Hep lipid drop, marked with its call; cell count; measured here: cell count, cytotoxicity flag;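 cells counted across two imaged fields per well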
bCat nuc transl cell count 5 µM: second read-out of bCat nuc transl, no call of its own (marks repeat the call); cell count; measured here: cell count, cytotoxicity flag
MT stabilizer Hoechst-high %: second read-out of MT stabilizer, no call of its own (marks repeat the call); % Hoechst-high responders; measured here: nuclear condensation Hoechst responders;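 share of cells brighter than vehicle mean plus two SD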
MT stabilizer cytotoxicity %: also measured in MT stabilizer; calls as there; toxicity, %; measured here: cytotoxicity by cell density;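 0% = mean cell density of plate MIN control wells and 100% = no cells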
Autophagy mod cell loss 18 h: further read-out of Autophagy mod, marked with its call; toxicity, %; measured here: cell loss, nuclei count;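 cell loss after 18 h compound exposure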
* marks the source's active call; other numbers are inactive results; i = inactive; x = no result given; + = active, no number. Outcome played no part in choosing rows. Share with any hit: about 4%.

SMILES | CSM14.1 death rescue | Dynein cargo inh | Dynein cargo inh cytoplasmic EGFP | Dynein cargo inh nuclear GR-EGFP | Dynein cargo inh cell count | Autophagy mod | Autophagy mod cell loss 18 h | MT stabilizer | MT stabilizer Hoechst-high % | MT stabilizer cytotoxicity % | WT yeast gro inh | WT yeast gro inh mutant strain | bCat nuc transl | bCat nuc transl cell count 5 µM | Ins promoter up | Ins promoter up cell count | Hep lipid drop | Hep lipid drop cells 6.5 µM | XIAP antagonists
CCS(=O)(=O)N1CCN(c2ccc([N+](=O)[O-])c(N3CCOCC3)c2)CC1 | -0.4% | 1.3 | -0.1 | 2.4 | -1.8 | i | 9 | 3.7 | 2.6 | 4.0 | 6 | 5 | -0.3 | 479 | 0.48 | 1091 | -12 | 725 | -1.9%
COc1ccc(NC(=O)N[C@@H](CCSC)C(=O)O)cc1Cl | 0.0% | 0.29 | -0.24 | 0.45 | -0.56 | i | -17 | 5.3 | 4.1 | 9.3 | 8 | 15 | 2.9 | 774 | 0.17 | 1238 | x | x | -1.0%
CCOC(=O)c1c(NC(=O)COc2ncnc3ccccc23)sc(C)c1CC | 0.8% | 2.3 | -0.14 | 1.2 | -0.92 | i | 10 | 3.8 | 2.0 | 14 | 34 | 1 | -0.3 | 1051 | -1.4 | 1291 | -30 | 569 | 2.1%
COc1ccc(OC)c(/C=N/NC(=O)CSc2cc(C)nc3c(OC)cccc23)c1 | 1.0% | -0.17 | -0.34 | -0.15 | 0.24 | i | 7 | 1.0 | 1.3 | 5.4 | -1 | 10 | 0.3 | 1040 | x | x | 2 | 697 | -6.5%
Cc1ccc(CNc2ccc3c(c2)OCO3)cc1 | 1.3% | 2.7 | 28 | 6.5 | -0.23 | + | 2.6* | 4.5 | 1.7 | 2.1 | 20 | 5 | 2.1 | 1140 | x | x | 6 | 692 | -6.2%
Cc1nc2cccc(C)n2c(=O)c1Cl | -3.1% | -0.12 | -0.28 | 0.12 | 1.3 | i | -11 | 2.9 | 1.8 | 6.1 | -12 | -7 | 0.3 | 1098 | 0.19 | 810 | -18 | 672 | -1.5%
CCCc1cc(=O)n2[nH]c(NCc3ccc(OC)cc3)nc2n1 | x | 0.025 | -0.15 | 0.21 | -0.97 | i | 0 | 2.2 | 2.2 | 8.4 | -11 | -26 | 1.5 | 1045 | 0.04 | 1207 | -4 | 678 | -1.2%
Cc1ccc(C2CC(=O)Nc3cc4c(cc32)OCCO4)s1 (stereo not drawn) | -3.0% | -0.51 | -0.24 | 0.19 | 1.1 | i | 1 | 2.0 | 1.9 | 19 | 8 | 7 | x | x | x | x | 12 | 735 | -1.3%
Cn1c(O)c(N=NC(=S)Nc2ccccc2F)c2cc(S(=O)(=O)N3CCOCC3)ccc21 | -8.2% | -1.1 | -0.35 | -0.18 | 0.86 | i | 1 | 2.6 | 2.1 | 5.0 | 74* | 36* | 0.2 | 1136 | -1 | 1302 | 6 | 689 | -9.5%
COc1ccc(/C=C/C(O)=C(\C#N)c2nnc(N3CCOCC3)n2-c2ccccc2)cc1OC | -1.1% | -0.35 | -0.21 | 0.33 | 0.3 | i | 10 | 5.0 | 2.4 | 20 | 16 | -4 | 1.4 | 1006 | -1 | 1349 | 10 | 695 | -1.6%
O=C(NCc1ccccn1)c1ccc(Cl)s1 | 1.3% | -0.91 | -0.23 | -0.66 | 0.94 | i | 8 | 3.3 | 2.6 | 8.4 | 8 | 19 | x | x | x | x | 2 | 787 | -7.6%
CN(C)CCCn1c(SCC(=O)N2c3ccccc3Sc3ccccc32)nc2ccccc2c1=O | -4.6% | -4.2* | 0.85* | -2.3* | -2.4* | i | 20 | 19 | 2.0 | 16 | 80 | 92 | 0.2 | 1063 | -0.3 | 960 | -4 | 585 | -2.5%
CN(C)c1ccc(C(=O)OCC(=O)Nc2ccc(N3CCOCC3)cc2)cc1 | x | -0.06 | -0.11 | -0.041 | 0.5 | x | x | x | x | x | x | x | 5.1 | 974 | -0.44 | 1330 | -12 | 588 | x
Nc1cc(=O)[nH]c(=O)n1-c1cccc(F)c1 | -1.7% | 0.93 | -0.29 | 0.57 | -0.34 | i | -5 | 1.8 | 1.3 | 7.9 | -7 | 0 | -1.6 | 1042 | 0.1 | 1471 | 9 | 653 | -5.9%
CCCCCn1c(CN2CC(C)OC(C)C2)nc2c1c(=O)n(C)c(=O)n2C (stereo not drawn) | 0.6% | -0.65 | -0.2 | -0.24 | 0.46 | i | -9 | 1.8 | 2.4 | 1.3 | 8 | 3 | -0.6 | 1069 | -0.36 | 1719 | 8 | 663 | -7.8%
S=C(Nc1ccccc1)NC1CCN(Cc2ccccc2)CC1 | -2.6% | -0.21 | -0.25 | 0.37 | 0.099 | i | -7 | 3.6 | 2.2 | 5.6 | -7 | 2 | -2.1 | 963 | -0.16 | 1631 | -10 | 617 | -2.5%
Cn1cc(CN2CCCC(C(=O)c3cccs3)C2)c(-c2cccc(Cl)c2)n1 (stereo not drawn) | -0.2% | -0.63 | -0.32 | -0.057 | 1.1 | i | -14 | 2.6 | 1.3 | 8.0 | 5 | 24 | -2.5 | 1016 | 0.15 | 1593 | -9 | 727 | -1.0%
COc1ccccc1N(C)S(=O)(=O)c1ccc(C(=O)NC2=NCCS2)cc1 | -1.8% | 1.6 | -0.22 | 0.85 | 0.27 | i | -8 | 4.9 | 2.4 | 4.7 | -15 | 14 | 3.1 | 511 | x | x | 10 | 763 | -3.8%
CCOC(=O)NC1(C(F)(F)F)N=C(c2ccccc2)NC1=O (stereo not drawn) | -4.9% | 0.84 | -0.2 | 0.58 | 0.27 | i | 2 | 2.7 | 1.5 | 3.8 | 22 | 0 | 2.6 | 1186 | -0.13 | 1158 | 2 | 765 | -4.6%
COCCCNC(=O)CCSc1ccc(C)cc1 | -1.4% | 0.23 | -0.26 | 0.26 | -0.94 | i | 17 | 4.9 | 2.9 | 1.3 | 1 | -5 | -0.1 | 498 | 0.32 | 1218 | -2 | 693 | -8.6%
COc1ccc(OC)c2sc(N3CCCCC3)nc12 | x | 0.68 | -0.31 | 0.28 | -0.15 | i | 5 | 5.4 | 2.5 | 8.8 | 14 | 18 | x | x | 0.25 | 1304 | -7 | 688 | -2.6%
O=C(c1cnsn1)N1CCC(CO)(Cc2ccc(Cl)cc2)CC1 | 0.8% | -0.17 | -0.36 | -0.098 | 0.76 | i | -9 | 2.9 | 0.7 | 4.4 | -12 | -18 | -0.2 | 1021 | 0.19 | 1513 | 6 | 746 | -7.2%
Cc1cccc(OCC(=O)N/N=C/c2cn[nH]c2-c2ccc(Cl)c(Cl)c2)c1 | 1.9% | 0.2 | -0.18 | 0.63 | -0.048 | i | -26 | 2.6 | 2.8 | 1.5 | -2 | 28 | -0.1 | 1422 | 0.54 | 1434 | x | x | -23%
CCn1c2ccccc2c2cc(NC(=O)COc3ccc(OC)cc3)ccc21 | -0.2% | 0.068 | -0.23 | -0.61 | -0.37 | i | 8 | 1.9 | 1.5 | 6.5 | 34 | 3 | x | x | x | x | x | x | -0.8%
CCOC(=O)Cn1cc(-c2ccccc2)nn1 | -1.2% | 0.54 | -0.2 | 0.56 | 0.53 | i | 6 | 3.7 | 3.0 | 13 | 5 | 7 | 0.0 | 1201 | -0.29 | 1032 | x | x | -0.2%
O=C(Nc1nccs1)C1(S(=O)(=O)c2ccc(Cl)cc2)CC1 | -0.2% | -0.45 | -0.2 | -0.1 | 0.34 | i | -8 | 3.5 | 1.9 | 7.9 | -2 | -2 | 3.4 | 1456 | 0.41 | 1621 | x | x | -2.4%
O=C(NC1CCCCC1)C(c1cccnc1)N(CCc1ccccc1)C(=O)Cc1cccs1 (stereo not drawn) | 2.2% | 0.52 | -0.27 | 0.54 | -0.028 | i | -2 | 1.7 | 1.6 | 1.4 | -13 | -4 | -1.8 | 1080 | -0.28 | 1569 | 15 | 634 | -5.6%
CC(C)NC(=O)[C@@H]1C[C@@]1(C)[C@@H](NC(=O)OCc1ccccc1)c1ccccc1 | 3.1% | -0.52 | -0.019 | 0.076 | 0.76 | i | -26 | 3.6 | 1.1 | 7.4 | 10 | -29 | -1.4 | 572 | 0.25 | 883 | -22 | 684 | -2.6%
COc1cccc(NC(=O)CNC(=O)c2ccccc2)c1 | x | 1.1 | -0.25 | 0.24 | -1 | i | 2 | 2.7 | 1.8 | 5.9 | 6 | 8 | x | x | x | x | -10 | 633 | -3.6%
COc1ccc(CCNC(=O)CN2CCCc3ccccc32)cc1OC | 8.4% | 0.98 | -0.35 | 0.57 | -0.46 | i | 17 | 3.2 | 2.8 | 22 | 10 | 7 | -0.2 | 1270 | 0.64 | 1535 | x | x | -5.5%

Arranged by value in Dynein cargo inh (smallest number first): some entries from above
canonical_smiles	Dynein cargo inh	Dynein cargo inh cytoplasmic EGFP	Dynein cargo inh nuclear GR-EGFP	Dynein cargo inh cell count	MT stabilizer Hoechst-high %	WT yeast gro inh mutant strain	XIAP antagonists
S=C(Nc1ccccc1)NC1CCN(Cc2ccccc2)CC1	-0.21	-0.25	0.37	0.099	2.2	2	-2.5%
O=C(NC1CCCCC1)C(c1cccnc1)N(CCc1ccccc1)C(=O)Cc1cccs1 (stereo not drawn)	0.52	-0.27	0.54	-0.028	1.6	-4	-5.6%
COc1ccc(OC)c2sc(N3CCCCC3)nc12	0.68	-0.31	0.28	-0.15	2.5	18	-2.6%

High-throughput results from PubChem BioAssay.
